NF-kB neuron act – NF-kB expression increase, human neuronal cells. hit rate 1.6% among 190,000. NF-kB reporter expression; active compounds read high. AID 1239. fold change at 12.5 µM; in the data active = fold change above about 3.3
STAT3 inh – inhibitors of IL-6 induced STAT3 signaling. U3A cells, IL-6 STAT3-luciferase reporter, luminescence; host cell line lacks STAT1. inhibition, % at 5.5 µM. hit rate 0.89% among 190,000. AID 862;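 active = inhibition above the mean inhibition across all screened compounds plus 3 SD, cut at about 44% in these data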;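 also: 0% = DMSO only wells and 100% = 100 µM nifuroxazide control wells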
Redox H2O2 prof – compounds producing H2O2 with reducing agent – biochemical, NIH compound library profiling, artefact control for MLSCN library redox annotation, primary screen; activation, % at 10 µM; DTT-dependent redox cycling H2O2, phenol red/HRP absorbance; 100% = 100 µM peroxide control, 0% = buffer; hit rate 0.03% among 200,000;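 active = activation of at least 50% relative to the plate's high and low controls in the primary single-dose screen; inactive = activation below 50%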;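 also: compound incubated with DTT at 0.8 mM final as the reducing agent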
Hsp70 act – transcriptional activators of Hsp70; HeLa Hsp70 promoter luciferase reporter, luminescence; scaled: vehicle 0, proteasome-inhibitor control 100%; activation, % at 10 µM; hit rate 0.04% among 200,000;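 active = activation above the mean across all tested compounds plus 3 SD, cutoff set per campaign, cut at about 5.5% in these data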;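 also: 100% = MG132 at 30 µM as the positive control and 0% = DMSO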
STAT1 act – STAT1 signaling activation; NIH 3T3 STAT1-luciferase reporter, IFN-gamma, luminescence; 100% = IFN-gamma alone, no compound; AID 932; hit rate 2.6% among 200,000; activation (% of control), % at 5.5 µM;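 active = activation above the screen-wide mean activation plus 3 SD, cut at about 130% in these data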;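 also: raw ratio to IFN-gamma control signal so 100% means no change and 0% no light; values of inactives mirror those of a sister screen read the other way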
APP 5'UTR act – APP 5'UTR luciferase reporter activation; SH-SY5Y APP 5'UTR luciferase reporter, luminescence; zero percent = DMSO vehicle wells; hit rate 1% among 190,000; activation, % at 2 µM; AID 1276;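 active = activation above a set limit, based on mean plus 3 SD of controls, cut at about 140% in these data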; also: values of inactives mirror those of a sister screen read the other way
STAT3 activator – STAT3 signaling activation | U3A cells, IL-6 STAT3-luciferase reporter, luminescence; 100% = signal with IL-6 EC80 alone | activation (% of control), % at 5.6 µM | hit rate 0.91% among 190,000 | AID 871;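 active = activation above the screen-wide mean of compound activation plus 3 SD, cut at about 130% in these data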;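 also: 0% = background luminescence of wells with medium and substrate only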
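System – human U3A cells carrying STAT3-luciferase construct · Probe or stimulus – Interleukin-6, 33 ng/mL · Schedule – compound 1 h, then IL-6 6 h at 37 °C · Signal – luminescence from STAT3-driven luciferase reporter · Evaluation – percent of IL-6-only median luminescence · Benchmarks – IL-6-only high control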
STAT1 inh – STAT1 signaling inhibition; NIH 3T3 STAT1-luciferase reporter, IFN-gamma, luminescence; inhibition, % at 5.5 µM; hit rate 0.35% among 200,000;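 active = inhibition above a set limit, the mean inhibition across all tested compounds plus 3 SD, cut at about 34% in these data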;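 also: 0% = IFN-gamma with DMSO and 100% = IFN-gamma with 300 µM nifuroxazide; values of inactives mirror those of a sister screen read the other way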
Efa HMGR inh – E. faecalis class II HMG-CoA reductase inhibition. hit rate 0.41% among 190,000. inhibition, % at 10 µM. purified E. faecalis HMGR, NADPH absorbance 340 nm kinetic;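 active = inhibition above a set limit, the median over all tested compounds plus 3 SD, cut at about 9.5% in these data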;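 also: enzyme runs in reverse so mevalonate oxidation gives rising NADPH absorbance; 0% = complete reaction with DMSO and 100% = background rate lacking mevalonate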
TLR4-MyD88 BLA – blocks binding of human TLR4 to MyD88 | O00206+Q99836 | HeLa CL3-4 TLR4/MyD88 BLA complementation, FRET ratio | inhibition, % at 8.4 µM | hit rate 0.18% among 200,000 | AID 861; in the data active = inhibition above about 25%;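 also: 0% = vehicle and 100% = reference inhibitor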
Target sequence (O00206 whole entry, looked up): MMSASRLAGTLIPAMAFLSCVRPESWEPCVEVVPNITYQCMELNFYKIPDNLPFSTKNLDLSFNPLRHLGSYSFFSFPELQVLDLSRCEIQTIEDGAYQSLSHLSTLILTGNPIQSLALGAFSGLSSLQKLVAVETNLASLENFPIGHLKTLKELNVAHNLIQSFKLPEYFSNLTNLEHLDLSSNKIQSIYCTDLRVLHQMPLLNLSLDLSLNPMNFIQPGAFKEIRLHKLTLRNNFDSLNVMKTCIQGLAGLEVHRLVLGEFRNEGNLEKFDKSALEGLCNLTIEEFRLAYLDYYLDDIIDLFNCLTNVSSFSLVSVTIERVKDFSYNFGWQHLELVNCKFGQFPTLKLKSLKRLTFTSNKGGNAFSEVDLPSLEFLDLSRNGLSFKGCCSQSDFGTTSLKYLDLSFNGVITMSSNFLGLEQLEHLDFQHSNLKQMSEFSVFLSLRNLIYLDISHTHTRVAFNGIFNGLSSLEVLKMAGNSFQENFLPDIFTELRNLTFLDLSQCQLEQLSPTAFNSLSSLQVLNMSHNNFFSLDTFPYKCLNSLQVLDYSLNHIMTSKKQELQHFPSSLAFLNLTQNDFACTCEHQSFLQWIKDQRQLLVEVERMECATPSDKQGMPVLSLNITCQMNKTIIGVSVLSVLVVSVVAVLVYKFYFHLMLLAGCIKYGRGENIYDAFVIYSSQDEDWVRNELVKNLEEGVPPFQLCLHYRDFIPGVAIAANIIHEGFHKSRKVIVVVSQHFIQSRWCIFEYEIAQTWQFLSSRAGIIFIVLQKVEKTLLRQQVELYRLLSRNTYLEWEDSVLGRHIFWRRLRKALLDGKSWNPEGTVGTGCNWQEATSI
Target sequence (Q99836 whole entry, looked up): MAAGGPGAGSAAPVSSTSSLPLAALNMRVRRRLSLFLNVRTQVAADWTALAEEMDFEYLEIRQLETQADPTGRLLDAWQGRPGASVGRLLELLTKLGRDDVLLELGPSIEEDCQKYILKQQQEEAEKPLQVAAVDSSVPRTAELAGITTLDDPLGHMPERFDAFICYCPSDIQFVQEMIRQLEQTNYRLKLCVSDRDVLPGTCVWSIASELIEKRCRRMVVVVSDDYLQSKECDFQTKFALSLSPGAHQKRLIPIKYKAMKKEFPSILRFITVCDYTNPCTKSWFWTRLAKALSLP
* = called active by the depositor; x = not tested or not shown.

SMILES | NF-kB neuron act | STAT3 inh | Redox H2O2 prof | Hsp70 act | STAT1 act | APP 5'UTR act | STAT3 activator | STAT1 inh | Efa HMGR inh | TLR4-MyD88 BLA
CCN1CCN(C(=O)C2CCN(S(=O)(=O)c3cccc4cccnc34)CC2)CC1 | 1.5 | x | -1.2 | x | x | -6 | x | x | 0 | x
O=C(OCn1ncc(Cl)c(Cl)c1=O)c1ccc(C(F)(F)F)cc1 | 1 | 14 | 0.8 | 0.3 | 94 | 8 | 97 | 7 | 4 | 13
COc1cccc(NC(=O)Nc2ccc(CC(=O)O)cc2)c1 | 0.91 | -12 | -2.5 | 0.2 | 93 | 13 | 109 | 8 | -1 | -3
CC(=O)Nc1ccc(CN2CCN(CCc3ccccc3)C(CCO)C2)cc1 (configuration not stated) | 1.5 | 16 | 0.8 | 0.2 | 95 | -14 | 96 | 4 | -3 | -3
CN(C)S(=O)(=O)c1ccc(C(=O)OCn2nnc3ccccc3c2=O)cc1 | 1.3 | -6 | -1.0 | 0.0 | 106 | 125 | 113 | -7 | -5 | -7
COc1ccc(NC(=O)C(C)NS(=O)(=O)c2ccc(NC(C)=O)cc2)cc1Cl (configuration not stated) | 1.2 | 6 | -0.1 | -0.6 | 98 | 13 | 97 | 3 | -1 | 6
CN(Cc1ccccc1)C(=O)CN1CCN(C(c2ccccc2)c2ccccc2)CC1 | 1.2 | -9 | -0.4 | 0.1 | 98 | 4 | 112 | 1 | 1 | 18
COc1c(N2CCN(C(=S)Nc3ccccc3)C(C)C2)c(F)cc2c(=O)c(C(=O)O)cn(C3CC3)c12 (configuration not stated) | 1.3 | 18 | 1.5 | 0.1 | 100 | 2 | 93 | -1 | -5 | -7
CC(=O)Nc1ccc(S(=O)(=O)NNC(=O)COc2cc(C)ccc2C(C)C)cc1 | 1.1 | 5 | -0.7 | 0.9 | 100 | 11 | 100 | 0 | 0 | 10
Cc1ccc(NC(=O)CCC(=O)NNC(=O)COc2cccc3ccccc23)c(C)c1 | 1.2 | -5 | -4.4 | -0.3 | 96 | 0 | 111 | 5 | -7 | -14
O=C(Nc1cccc(S(=O)(=O)N2CCCCC2)c1)c1ccc2c(=O)n3c(nc2c1)CCCCC3 | 0.53 | 23 | -0.1 | -0.4 | 85 | -4 | 83 | 16 | -10 | -10
COc1cc(NC(=O)c2cccc3c2C(=O)N(Cc2cccnc2)C3)cc(OC)c1OC | 0.64 | 16 | -1.9 | -0.3 | 94 | 4 | 87 | 7 | 2 | 3
O=C(c1ccco1)N1CCN(C(=O)c2ccccc2OC(=O)C23CC4CC(CC(C4)C2)C3)CC1 | 0.77 | -15 | 2.6 | -0.1 | 109 | -5 | 112 | -10 | -5 | -3
COc1cc(NC(=O)CSc2nnnn2-c2ccccc2)cc(OC)c1OC | 1.1 | 34 | 2.0 | -0.4 | 93 | 23 | 74 | 8 | -2 | -5
Nn1c(SCC(=O)N2CCN(S(=O)(=O)c3ccc(Cl)cc3)CC2)nnc1-c1cccs1 | 0.77 | 2 | 0.3 | -0.6 | 94 | -11 | 104 | 6 | -6 | -4
CCOC(=O)c1ccc(N2C(=O)CC(SCC(N)C(=O)OCC)C2=O)cc1 (configuration not stated) | 1.3 | 10 | -0.7 | -0.5 | 97 | 10 | 95 | 2 | -1 | -2
C=CCNC(=O)c1ccc2nc(-c3ccccc3)c(-c3ccccc3)nc2c1 | 0.78 | 4 | -8.1 | 0.3 | 110 | -6 | 101 | -11 | 4 | 3
Cc1ccc(C(=O)N/C(=C\c2ccco2)C(=O)NCCCn2ccnc2)cc1C | 0.94 | 0 | 1.6 | -0.3 | 104 | x | 105 | -4 | -2 | -16
CCOC(=O)Nc1cc2c(C)cc(=O)oc2cc1C | 1.2 | 10 | 0.0 | 0.0 | 100 | -7 | 97 | 0 | 4 | 5
CS(=O)(=O)N1CCN(c2ccc(NC(=O)Cc3ccccc3)cc2)CC1 | 1.2 | -9 | -0.2 | -0.3 | 104 | 0 | 105 | -4 | -6 | 8
CCOC(=O)C1CCN(C(=O)CCS(=O)(=O)c2ccc3c(c2)CC(C)N3C(=O)CC)CC1 (configuration not stated) | 1.1 | 3 | -0.9 | -0.1 | 109 | 18 | 102 | -10 | 3 | 10
COc1ccc(Nc2nc(-c3cccs3)cs2)cc1 | 2.3 | 13 | 2.5 | -0.1 | 182* | 105 | 92 | -90 | -5 | 10
CC(=O)N(C)c1cccc([N+](=O)[O-])c1 | 1.4 | -1 | -2.3 | 0.6 | 105 | -87 | 103 | -6 | -5 | 1
O=C(Nc1nnc(C2=COCCO2)o1)c1ccc(Cc2ccccc2)cc1 | 1.1 | -16 | 0.3 | 0.0 | 93 | 17 | 112 | 8 | -6 | -9
Clc1ccc(Cl)c(OCCCCNCc2ccccc2)c1 | 0.91 | 12 | 0.3 | -0.6 | 100 | 2 | 92 | 0 | 0 | -10
CSCC(C)N1CCC(CO)(CCc2ccccc2)CC1 (configuration not stated) | 0.94 | 11 | -1.6 | 0.7 | 93 | 17 | 94 | 6 | -5 | -8
COCCn1c(=S)[nH]c2cc(OC)c(OC)cc2c1=O | 1.3 | -1 | -0.7 | -0.1 | 100 | 9 | 102 | 0 | 4 | 1
Cc1cc(N)c(C)c([N+](=O)[O-])c1C | 0.88 | -1 | 0.4 | -0.3 | 103 | -18 | 101 | -3 | -2 | 3
CC1(C)CC(=O)c2cc(C(=O)NC3CCSC3=O)c(=O)n(-c3ccc(Cl)cc3)c2C1 (configuration not stated) | 1.2 | 15 | -0.4 | -0.3 | 91 | -4 | 88 | 10 | -3 | -1
Cc1ccc(C(=O)n2c(N)nc3ccccc32)cc1 | 2.7 | 103* | -0.1 | -0.6 | 17 | 35 | 12 | 89* | -2 | 1
COC(=O)c1cc(NC(=O)CN2CCC(C(N)=O)(N3CCCCC3)CC2)cc(C(=O)OC)c1 | 1.2 | 6 | 3.3 | -0.5 | 106 | 6 | 100 | -6 | -2 | -1
COC(=O)c1c(-c2ccc(Br)cc2)noc1N | 1.7 | 22 | 0.1 | -0.2 | 103 | 21 | 86 | -3 | -2 | 8
O=C(COC(=O)c1cncc(Br)c1)Nc1ccc2c(c1)OCO2 | 1.3 | -25 | -0.2 | -0.3 | 102 | -32 | 127 | 0 | -2 | -5
CCN(Cc1ccccc1)C(=O)C1CCN(Cc2ccc(SC)cc2)CC1 | 1 | 5 | 0.2 | -0.3 | 86 | -6 | 97 | 14 | 4 | -3
COc1ccc(F)cc1S(=O)(=O)NC1CC(C)(C)NC(C)(C)C1 | 1 | -3 | -0.2 | -0.1 | 93 | 11 | 106 | 7 | -3 | -3
CC(=O)N1C(c2ccccc2)CC(=O)OC1c1ccc2c(c1)OCO2 (configuration not stated) | 1.2 | 0 | 0.8 | -0.2 | 105 | -8 | 101 | -4 | 0 | -11
O=C(NNS(=O)(=O)c1ccc(Br)cc1)C1CCCCC1 | 1.1 | 22 | -1.9 | -0.3 | 97 | -9 | 86 | 2 | -7 | 8
O=c1c(Cl)c(N2CCN(S(=O)(=O)c3ccc(F)cc3)CC2)cnn1-c1cccc(Cl)c1 | 0.64 | 23 | 0.7 | 0.1 | 95 | -10 | 86 | 6 | 0 | -3
CCC(OC(=O)c1cc2sccc2n1C)C(=O)NCC1CCCO1 (configuration not stated) | 0.84 | 13 | 0.5 | 0.0 | 90 | -4 | 95 | 11 | 0 | 10
O=C(OCc1nc2ccc(Cl)cc2n1CCO)c1ccc(O)cc1 | 0.91 | 6 | -0.2 | 0.1 | 99 | -18 | 97 | 1 | -1 | -1
Cc1ccc(-c2nn(-c3ccccc3)cc2C=O)o1 | 4.5* | 1 | -1.9 | 0.1 | 143* | 144* | 101 | -47 | -5 | 3
N#CC1=C(N)C(C#N)(C#N)[C@H](c2ccncc2)[C@H]2CN(C(=O)OCc3ccccc3)CC=C12 | 1.1 | 4 | -3.2 | 0.1 | 78 | -11 | 102 | 24 | -3 | 3
CCOC(=O)N1CCN(C(=O)c2cnn3c(C(F)F)cc(-c4ccc(C)cc4)nc23)CC1 | 0.77 | 20 | -3.4 | -0.2 | 105 | -7 | 86 | -6 | 3 | 2
Cc1cc(C)n(CC(O)Cn2c(C)c(C)c3ccccc32)n1 (configuration not stated) | 1.2 | 6 | -0.1 | -0.1 | 98 | 10 | 100 | 2 | -1 | 3
COc1cccc(CNS(=O)(=O)/C=C/c2ccc(OC)c(OC)c2)c1 | 1 | 2 | -1.4 | -0.2 | 102 | 1 | 100 | -3 | -1 | 0
CC(C)(C)NC(=O)NC(=O)CN1CCN(c2ncc(C(F)(F)F)cc2Cl)CC1 | 0.89 | 13 | 0.1 | 1.1 | 89 | -9 | 89 | 5 | -3 | -2
Cc1ccccc1Nc1nc(N)nc(CN(C)Cc2ccccc2Cl)n1 | 1.6 | 3 | -0.4 | -0.3 | 100 | -12 | 96 | 0 | 1 | -4
CCCN1CC=C2C(C#N)=C(N)C(C#N)(C#N)C(c3cccc(OC)c3OC)C2C1 (configuration not stated) | 0.92 | 29 | -1.1 | -0.4 | 91 | 19 | 80 | 10 | -5 | 1
O=C(CN1C(=O)c2cccc3cccc(c23)C1=O)NCCN1CCOCC1 | 1 | 15 | -1.1 | 0.0 | 101 | -1 | 93 | -3 | -6 | 4
COc1ccc(CCNC(=O)C(C)Sc2ccccc2)cc1OC (configuration not stated) | 0.98 | 6 | 1.6 | 0.0 | 95 | -12 | 100 | 6 | 2 | 3

Seven of these compounds in a different format:
The line under a structure holds: NF-kB neuron act	STAT3 inh	Redox H2O2 prof	Hsp70 act	STAT1 act	APP 5'UTR act	STAT3 activator	STAT1 inh	Efa HMGR inh	TLR4-MyD88 BLA
- Cc1cc(C)n(CC(O)Cn2c(C)c(C)c3ccccc32)n1 (configuration not stated)
    1.2	6	-0.1	-0.1	98	10	100	2	-1	3
- COc1cccc(CNS(=O)(=O)/C=C/c2ccc(OC)c(OC)c2)c1
    1	2	-1.4	-0.2	102	1	100	-3	-1	0
- CC(C)(C)NC(=O)NC(=O)CN1CCN(c2ncc(C(F)(F)F)cc2Cl)CC1
    0.89	13	0.1	1.1	89	-9	89	5	-3	-2
- Cc1ccccc1Nc1nc(N)nc(CN(C)Cc2ccccc2Cl)n1
    1.6	3	-0.4	-0.3	100	-12	96	0	1	-4
- CCCN1CC=C2C(C#N)=C(N)C(C#N)(C#N)C(c3cccc(OC)c3OC)C2C1 (configuration not stated)
    0.92	29	-1.1	-0.4	91	19	80	10	-5	1
- O=C(CN1C(=O)c2cccc3cccc(c23)C1=O)NCCN1CCOCC1
    1	15	-1.1	0.0	101	-1	93	-3	-6	4
- COc1ccc(CCNC(=O)C(C)Sc2ccccc2)cc1OC (configuration not stated)
    0.98	6	1.6	0.0	95	-12	100	6	2	3
